Source: PubChem (National Center for Advancing Translational Sciences (NCATS))
FBPA Giardia inh – inhibitors of Giardia lamblia fructose-1,6-bisphosphate aldolase | A8B2U2 | purified Giardia FBPA | Potency, µM (doses to about 59.6 µM), for inactives: top-dose activity, negative = inhibition, hits mostly inhibitors | 290,000 compounds, 0.71% hits; active means well fitted inhibition curve with a large enough effect; inconclusive means small, poorly fitted or top-dose-only effect, or effect the other way; further: nearly all actives have a fitted effect of over 55% in size
Target sequence (A8B2U2 whole entry, looked up): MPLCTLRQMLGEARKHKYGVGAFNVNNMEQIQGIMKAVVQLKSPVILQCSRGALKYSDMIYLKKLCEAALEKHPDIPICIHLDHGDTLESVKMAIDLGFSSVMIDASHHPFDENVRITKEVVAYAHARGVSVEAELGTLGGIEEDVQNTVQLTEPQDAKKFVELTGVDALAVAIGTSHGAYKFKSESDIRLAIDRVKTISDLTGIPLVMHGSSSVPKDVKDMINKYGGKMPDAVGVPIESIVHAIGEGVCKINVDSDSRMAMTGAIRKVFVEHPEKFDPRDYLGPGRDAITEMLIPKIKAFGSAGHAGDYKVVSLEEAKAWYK
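40 nM FBPA preincubated 10 min at RT with compound (up to 57.5 uM final), then substrate plus GAPDH/TPI/NAD/arsenate coupling and diaphorase/resazurin added. Fluorescence read after 20 min at RT, 525/598 nm.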
Active calls of the source: *; ? = inconclusive; & = joins results of further samples; [ ] = remark or other dose. On the % scale 0 is the no-effect control and ±100 the full control effect; potency means the concentration at half of the fitted maximal effect. Only part of the results is shown (hit frequency here may not be typical).

SMILES | FBPA Giardia inh
COCCn1c(=O)c(-c2cccc(C#N)c2)nc2cnc(OC)nc21 | -6%
COc1ccc(Oc2ncc3nc(CCc4ccccc4)c(=O)n(C4CC4)c3n2)cc1 | -3%
CC(C)(C)Nc1oc(-c2ccccc2)nc1-c1ccccc1F | -5%
COCC(=O)N1CCC[C@@]2(CCN(C(c3ccccc3)c3ccccc3)C2)C1 | 7%
O=C(O)CCCC[C@@H]1SC[C@H]2NC(=O)N[C@@H]12 | 8%
COc1cccc(Nc2ncc3nc(CCc4ccccc4)c(=O)n(C4CC4)c3n2)c1 | 1%
O=C(Oc1ccccc1)N1CCC[C@@]2(CCN(Cc3cc(C(F)(F)F)cc(C(F)(F)F)c3)C2)C1 | 0%
CC(=O)NCCNc1ccnc(-c2ccccc2C)n1 | -1%
N#CCCn1cnc2c1NC=NC2Cl (stereo unspecified) | 0%
CN1CCc2cc3c(cc2C1O)OCO3 (stereo unspecified) | -3%
C=C1C2CC[C@@]3(C)C(c4ccoc4)OC(=O)C[C@@]13OC1CC(OC(C)=O)C(C)(C)C(CC(=O)OC)[C@@]12C (stereo partly specified) | -9%
CC(C)[C@@]1(NC(=O)[C@@H]2C[C@H]3c4cccc5[nH]cc(c45)C[C@@H]3N(C)C2)O[C@]2(O)[C@H]3CCCN3C(=O)CN2C1=O | -4%[21.7 µM]
COC(=O)NC(/C=C/c1ccco1)[C@@]1(C(=O)OC)CCCC1=O (stereo partly specified) | 1%[12.9 µM]
COC(=O)NC(c1cccs1)C(C(C)=O)C(=O)OC (stereo unspecified) | 0%[12.9 µM]
CO[C@@H]1COC(=O)C/C=C\[C@H](C)[C@H](OC)COC(=O)[C@H](C)NC(=O)C/C=C\[C@H]1C | 1%[12.9 µM]
CC1OC(O[C@@H]2C(O)CC(O[C@@H]3C(O)C[C@@H](OC4CC[C@]5(C)[C@H](CC[C@H]6[C@@H]5CC[C@]5(C)C(C7=CC(=O)OC7)C(O)C[C@@]65O)C4)OC3C)OC2C)CC(O)C1O (stereo partly specified) | -12%
CCCCC/C=C\C=C\[C@@H](O)CCCCCCCC(=O)O | 4%
CC1(OC(=O)c2ccco2)C(=O)C=C2C=C(c3ccsc3)OC=C2C1=O (stereo unspecified) | -8%
OCC1O[C@@H](OC2C(O)C(CO)O[C@@]2(CO)O[C@@H]2OC(CO)C(O)C(O)C2O)C(O)C(O)C1O (stereo partly specified) | 2%
COC(=O)C1=C(C(=O)OC)[C@@H]2Nc3ccccc3[C@@]23C[C@@H](C(=O)OC)N(S(=O)(=O)c2ccc(C(F)(F)F)cc2)C3=N1 | 4%[12.9 µM]
O=c1c(-c2cccs2)nc2cnc(Oc3ccccc3)nc2n1C1CC1 | -16%
CC(=O)N1CC2CC(C1)c1cccc(=O)n1C2 (stereo unspecified) | 8%
COc1ccc(CNc2ncncc2-c2ccccc2CN(C)C)c(OC)c1 | 0%
CC1=CC(=O)C2=C(C)CC[C@@H]3[C@@H](OC(=O)[C@H]3C)[C@H]12 | 6%[21.7 µM]
N[C@H](C(=O)O)[C@@H]1C[C@@H]1C(=O)O | -3%&2%

(more compounds)
SMILES | FBPA Giardia inh
CC(C)(O)[C@H]1O[C@@H]2CC[C@]3(C)[C@@]4(C)c5[nH]c6ccccc6c5C[C@@H]4CC[C@]3(O)C2=CC1=O | -4%
O=c1c(-c2cccs2)nc2cnc(N3CCNCC3)nc2n1C1CC1 | 0%
Nc1nc2c(c(=O)[nH]1)N=C(CNc1ccc(C(=O)NC(CCC(=O)O)C(=O)O)cc1)CN2 (stereo unspecified) | ?
CN(C)c1ncc2nc(-c3cc(F)cc(F)c3)c(=O)n(Cc3cccs3)c2n1 | 6%
O=C(O)C1CC(C2CCCCN2)CN2CCCCC12 (stereo unspecified) | -9%
Cc1cccc(CNc2ccnc(-c3ccoc3)n2)c1 | -20%
CCOC(=O)N/N=C/c1ccccc1-c1cc(OC)ccc1OC | -2%
C=CCNC(=O)N1CCc2nc(CCCC)c3c(c2C1)CO[C@@H](C)C3 | 3%[12.9 µM]
C[C@]12C[C@@](C)(C=C1/C=C/c1ccc(C(F)(F)F)cc1)C(=O)C[C@H]2c1ccc(C(F)(F)F)cc1 | 0%
NCCC[C@@H](CC(=O)N[C@@H]1CCCC[C@H]1C(=O)N[C@H](CC(=O)N[C@@H](CCC(=O)O)CC(=O)O)Cc1c[nH]c2ccccc12)NC(=O)C[C@H](CO)NC(=O)[C@@H]1CNCC[C@H]1N | -22%
CC(C)CN1CCc2nc(-c3ccccc3)c3c(c2CC1)COC(C)C3 (stereo unspecified) | 1%[12.9 µM]
CN1CCN(c2ncc3ncc(=O)n(CCc4ccccc4)c3n2)CC1 | 1%
COc1ccccc1CNc1cc(-c2cccc(NS(C)(=O)=O)c2)ncn1 | -9%
Cc1noc(C)c1-c1ccc2ncnc(NC3CCNCC3)c2c1 | 1%
CC(C)C[C@@H](CC(=O)N[C@H](CC(=O)N[C@@H]1CCCC[C@H]1C(=O)N[C@H](CC(=O)N[C@@H](CCC(=O)O)CC(=O)O)CC(C)C)C(C)C)NC(=O)[C@@H]1CCCC[C@H]1N | -16%
O=C(Nc1ccccc1)N1CC2(CCN(C(=O)c3ccncc3)CC2)C1 | 5%
Cc1cc(C)c(S(=O)(=O)Nc2ccccc2C(F)(F)F)c(C)c1 | 5%
COCCn1c(=O)c(-c2cccc(C#N)c2)nc2cnc(N3CCOCC3)nc21 | -5%
CCc1cc2c(nc1CC)CCN(CC/C(C)=N/OC[C@@H](C)[C@H](OCc1ccccc1)C(C)C)C2 | -1%[12.9 µM]
Cn1cccc1C(=O)N1CCC2(CC1)CCN(c1ncccn1)CC2 | 3%
COc1ccccc1-c1cncnc1NCc1cccc(C)c1 | 2%
FC(F)(F)c1cc(NC(=S)Nc2ccc3ccccc3c2)cc(C(F)(F)F)c1 | 0%
CNC(C)C(O)c1ccccc1 (stereo unspecified) | -6%
CN1CCc2cc3c(cc2C(=O)Cc2ccc4c(c2C1)OCO4)OCO3 | ?
Cc1ccccc1-c1nc(N(C)C)c2ccccc2n1 | -1%

Carrying on:
SMILES | FBPA Giardia inh
O=C(c1ccncc1)N1CCC2(CC1)CN(c1ccccc1)C2 | -19%
c1ccc2c(NC3CCNCC3)nc(-c3ccoc3)nc2c1 | -8%
Cc1cnc(CNc2ncncc2-c2ccccc2C#N)cn1 | -6%
Cc1cc2c(nc1C)CCCCN2C[C@H](C)O/N=C\[C@@H](C)[C@H](OCc1ccccc1)C(C)C | -1%[12.9 µM]
COCC(=O)N1CCC2(CCCN(c3ccccc3)C2)CC1 | -1%
CCCCC/C=C\CC(O)/C=C/c1cccc(CC(O)CCCCO)n1 (stereo unspecified) | 0%&2%
CC(C)C(NC(=O)C(Cc1ccc(O)cc1)NC(=O)C(NC(=O)C(F)(F)F)C(C)C)C(=O)O (stereo unspecified) | 0%
COc1ncc2nc(-c3cccs3)c(=O)n(C)c2n1 | -1%
COc1cccc([C@@H]2Oc3ccc(Br)cc3C[C@H]2OC(=O)N[C@H](C)C2CCCCC2)c1 | -3%
COC(=O)[C@@]1(Cc2ccccc2)[C@H]2c3cc(C(=O)N4CCCC4)n(Cc4ccc(O)c(OC)c4)c3C[C@H]2CN1C(=O)c1ccccc1 | -11%
C[C@H]1[C@H]2CC[C@H]3C4CC=C5C[C@@H](N(C)C)CC[C@]5(C)C4CC[C@]23CN1C (stereo partly specified) | 5%
CN(C)c1ccc(-c2cncnc2-n2ccnc2)cc1 | ?
COC(=O)C1=C(C(=O)OC)[C@@H]2N(C)c3ccc(OC)cc3[C@@]23C[C@@H](C(=O)OC)N(C(=O)c2ccco2)C3=N1 | 6%[12.9 µM]
COc1cc(C[C@H]2C(=O)OC[C@@H]2Cc2ccc(OC)c(OC)c2)ccc1O | 11%
C[C@]12[C@H](O)CC3C(CC[C@@H]4C[C@@H](O)CC[C@]34C)[C@@]1(O)CC[C@@H]2C1=CC(=O)OC1 (stereo partly specified) | 7%
COc1ccccc1CN1CCCC2(CCN(C(=O)c3cccn3C)CC2)C1 | 3%
CO[C@]1(NC(=O)Cc2cccs2)C(=O)N2C(C(=O)O)=C(COC(N)=O)CS[C@H]21 | -14%[21.7 µM]
COC(=O)CC1C(C)(C)C(O)C2CC3=C4CC(O)OC(c5ccoc5)[C@]4(C)CCC3[C@@]1(C)C2=O (stereo partly specified) | 1%
O=C(c1ccco1)N1CCC[C@@]2(CCN(c3ccccc3)C2)C1 | -17%
C[N+]1=Cc2cc3c(cc2CC1)OCO3 | 1%
CC(=O)OC[C@@H]1O[C@H](C/C=N\O[C@@H](C)CN2CCCc3nc(C)c(C)cc32)C=C[C@@H]1OC(C)=O | 1%[12.9 µM]
COCCN1C(=O)N[C@@H](c2cccc(C(F)(F)F)c2)[C@H](C(C)=O)[C@H]1C | 6%[12.9 µM]
CC(C(=O)O)c1cccc(Oc2ccccc2)c1 (stereo unspecified) | 19%
NC(=Nc1ccccc1)NC(=O)c1nc(Cl)c(N)nc1N | -5%
CC1(C)C(OC(=O)CCC(=O)O)CC[C@]2(C)C1CC[C@@]1(C)C2C(=O)C=C2[C@@H]3C[C@@](C)(C(=O)O)CC[C@]3(C)CCC21C (stereo partly specified) | 27%

A draw from above in order of length of the SMILES, high to low.
SMILES | FBPA Giardia inh
CC(C)(O)[C@H]1O[C@@H]2CC[C@]3(C)[C@@]4(C)c5[nH]c6ccccc6c5C[C@@H]4CC[C@]3(O)C2=CC1=O | -4%
COc1cc(C[C@H]2C(=O)OC[C@@H]2Cc2ccc(OC)c(OC)c2)ccc1O | 11%
O=c1c(-c2cccs2)nc2cnc(N3CCNCC3)nc2n1C1CC1 | 0%

Next section
SMILES | FBPA Giardia inh
Cc1cnc(CNc2nc(-c3cccnc3)nc3ccccc23)cn1 | -21%
CN(C)c1ccc(-c2ccc3ncnc(-n4ccnc4)c3c2)cc1 | -12%
O=C(N/N=C1/C[C@@H](O)[C@@H](O)[C@@H]2[C@@H]3C(=O)N(C4CCCCC4)C(=O)[C@H]3CC[C@@H]12)OCc1ccccc1 | 2%[12.9 µM]
C[C@H](NCCC(c1ccccc1)c1ccccc1)c1ccccc1 | -6%[21.7 µM]
CC1Cc2c(COc3ccccc3)nc3c(c2CO1)CN(CCOc1ccccc1)CC3 (stereo unspecified) | -5%[12.9 µM]
Nc1nc2n[nH]nc2c(=O)[nH]1 | ?
CN1CCN(c2ncnc3ccc(-c4cccnc4)cc23)CC1 | 1%
COc1ccc(-c2nc3cnc(N(C)C)nc3n(Cc3cccs3)c2=O)cc1 | -3%
CN(C)Cc1ccccc1-c1cc(N(C)C)ncn1 | -9%
COc1cc(C/C=C/c2ccccc2)c(OC)cc1O | ?
COc1ccc(-c2nc3c(c4c2C[C@H](c2ccccc2)OC4)CN(C(=O)C2CC2)CC3)c(C)c1 | 6%[12.9 µM]
CCOC(=O)[C@]1(C(NC(=O)OC)c2ccco2)CCCC1=O (stereo partly specified) | 0%[12.9 µM]
COc1ccc(-c2nc3cnc(N4CCOCC4)nc3n(C)c2=O)cc1 | 14%
COc1ncc2nc(C)c(=O)n(C3CC3)c2n1 | -16%
OCC(O)C(O)C(O)C(O)C(O)CO (stereo unspecified) | 1%
COc1cc(CCNC(C)=O)c(C(=O)/C=C/c2cccc(OC)c2OC)cc1OC | 1%
C[C@H]1C2Cc3ccc(O)cc3[C@]1(C)CCN2CC1CC1 | -1%

Structures from the list above that have sulfur:
SMILES | FBPA Giardia inh
O=C(O)CCCC[C@@H]1SC[C@H]2NC(=O)N[C@@H]12 | 8%
COC(=O)NC(c1cccs1)C(C(C)=O)C(=O)OC (stereo unspecified) | 0%[12.9 µM]
CC1(OC(=O)c2ccco2)C(=O)C=C2C=C(c3ccsc3)OC=C2C1=O (stereo unspecified) | -8%
COC(=O)C1=C(C(=O)OC)[C@@H]2Nc3ccccc3[C@@]23C[C@@H](C(=O)OC)N(S(=O)(=O)c2ccc(C(F)(F)F)cc2)C3=N1 | 4%[12.9 µM]
O=c1c(-c2cccs2)nc2cnc(Oc3ccccc3)nc2n1C1CC1 | -16%
O=c1c(-c2cccs2)nc2cnc(N3CCNCC3)nc2n1C1CC1 | 0%
CN(C)c1ncc2nc(-c3cc(F)cc(F)c3)c(=O)n(Cc3cccs3)c2n1 | 6%
COc1ccccc1CNc1cc(-c2cccc(NS(C)(=O)=O)c2)ncn1 | -9%
Cc1cc(C)c(S(=O)(=O)Nc2ccccc2C(F)(F)F)c(C)c1 | 5%
FC(F)(F)c1cc(NC(=S)Nc2ccc3ccccc3c2)cc(C(F)(F)F)c1 | 0%
COc1ncc2nc(-c3cccs3)c(=O)n(C)c2n1 | -1%
CO[C@]1(NC(=O)Cc2cccs2)C(=O)N2C(C(=O)O)=C(COC(N)=O)CS[C@H]21 | -14%[21.7 µM]
COc1ccc(-c2nc3cnc(N(C)C)nc3n(Cc3cccs3)c2=O)cc1 | -3%
